High-throughput results as filed in PubChem.
ssDAF-12 act: activators of S. stercoralis DAF-12 nuclear receptor. 370,000 compounds, 1% hits. HEK293 ssDAF-12/GRIP1 lit1-tk-luc reporter, luminescence; % of 3 µM dafachronic acid response. AID 652126. activation, % at 6.8 µM;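 active means activation above the mean over all tested compounds plus 3 SD, cut at about 0.9% in these data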;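 further: 0% = DMSO-only wells and 100% = 3 µM delta7-dafachronic acid wells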
SMARCA2 activ: increases SMARCA2 function in MMTV reporter cells; MG213 cells, MMTV-luciferase reporter, dexamethasone, overnight; activation, % at 9.1 µM; 370,000 compounds, 1% hits; AID 652017; in the data active means activation above about 7.8%;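 further: 0% = vehicle wells and 100% = reference activator wells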
hgDAF-12 ag: activates the H. glycines DAF-12 receptor ligand-binding domain | HEK293 GAL4-hgDAF12 UAS-luciferase reporter, agonist luminescence; normalized to butyrate control | activation, % at 6.8 µM | 370,000 compounds, 1.8% hits | AID 687014;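 active means activation above a cutoff set at the mean of all screened compounds plus 3 SD, cut at about 10% in these data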;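 further: 0% = DMSO wells and 100% = sodium butyrate wells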
PG9 Ab binder: PG9 antibody binding by small molecule | inhibition, % at 6.7 µM | 360,000 compounds, 0.43% hits | TR-FRET gp120-PG9 antibody binding | AID 624416; in the data active means inhibition above about 8.5%
ADAM10 inh: ADAM10 inhibition, QFRET primary screen; O14672; recombinant ADAM10, EDANS/DABCYL FRET peptide cleavage, 3 h; inhibition, % at 7 µM; 370,000 compounds, 0.62% hits;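 active means inhibition above a per-campaign cutoff equal to the mean of compounds falling between control-based bounds plus 3 SD, cut at about 20% in these data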;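 further: 0% = DMSO wells while the 100% control is not disclosed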
ADAM17 inh: ADAM17 inhibition, QFRET primary screen | recombinant ADAM17, EDANS/DABCYL FRET peptide cleavage | inhibition, % at 6.95 µM | 370,000 compounds, 0.83% hits;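 active means inhibition above the mean of compounds lying between control limits plus 3 SD, set per campaign, cut at about 8.5% in these data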;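 further: 0% = DMSO-only wells as the low control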
GC-A act: GC-A (human) enzyme activation | P16066 | HEK293 GC-A cells, cGMP TR-FRET, EC30 ANP; 0% at EC30 ANP, 100% saturating ANP | activation, % at 10 µM | 370,000 compounds, 0.14% hits | AID 1671463; in the data active means activation above about 40%
Target sequence (P16066 whole entry, looked up): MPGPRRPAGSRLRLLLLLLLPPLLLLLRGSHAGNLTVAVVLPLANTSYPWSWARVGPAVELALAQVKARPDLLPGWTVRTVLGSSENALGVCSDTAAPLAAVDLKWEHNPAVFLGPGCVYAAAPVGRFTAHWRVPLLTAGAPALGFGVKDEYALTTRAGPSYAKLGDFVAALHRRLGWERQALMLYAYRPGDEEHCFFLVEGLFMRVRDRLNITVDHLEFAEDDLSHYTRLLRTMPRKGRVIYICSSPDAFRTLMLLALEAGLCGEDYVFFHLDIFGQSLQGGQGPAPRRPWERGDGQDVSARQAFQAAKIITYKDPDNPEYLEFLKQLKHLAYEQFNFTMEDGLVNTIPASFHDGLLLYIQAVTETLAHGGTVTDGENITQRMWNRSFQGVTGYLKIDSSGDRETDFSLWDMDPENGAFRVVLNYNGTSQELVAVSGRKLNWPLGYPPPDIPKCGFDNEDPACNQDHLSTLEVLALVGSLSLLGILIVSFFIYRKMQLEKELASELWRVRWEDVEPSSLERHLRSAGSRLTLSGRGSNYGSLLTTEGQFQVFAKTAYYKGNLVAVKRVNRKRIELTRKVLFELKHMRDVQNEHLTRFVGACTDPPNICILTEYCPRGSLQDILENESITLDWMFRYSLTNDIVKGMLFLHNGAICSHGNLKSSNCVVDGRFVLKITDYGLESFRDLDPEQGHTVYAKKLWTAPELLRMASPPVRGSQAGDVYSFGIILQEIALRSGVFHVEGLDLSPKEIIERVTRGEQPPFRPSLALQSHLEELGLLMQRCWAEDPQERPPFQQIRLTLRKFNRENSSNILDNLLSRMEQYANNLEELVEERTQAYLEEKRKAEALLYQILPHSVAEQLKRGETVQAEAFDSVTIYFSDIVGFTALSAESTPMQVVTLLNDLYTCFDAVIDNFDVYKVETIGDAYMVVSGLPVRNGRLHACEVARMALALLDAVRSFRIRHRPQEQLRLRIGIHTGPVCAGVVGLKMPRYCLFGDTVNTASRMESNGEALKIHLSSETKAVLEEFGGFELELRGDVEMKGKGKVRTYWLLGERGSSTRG
DAX1 inh-1: inhibitors of DAX1 repression of SF-1 activated StAR promoter; HEK293T StAR-luciferase reporter, SF-1/DAX-1 repression relief; inhibition, % at 6.8 µM; 370,000 compounds, 1.1% hits; AID 652010;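 active means inhibition above the mean over all tested compounds plus 3 SD, cut at about 3.6% in these data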;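 further: 0% = DAX-1 cells with DMSO and 100% = cells lacking DAX-1 with DMSO; higher inhibition means more luminescence from relief of DAX-1 repression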
DAX1 inh-2: inhibitors of human orphan nuclear receptor DAX1 (NR0B1) | 340,000 compounds, 0.99% hits | P51843 | AID 504766 | inhibition, % at 6.75 µM | HEK293 Gal4-DAX1 luciferase reporter, luminescence;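 active means inhibition above the mean over all tested compounds plus 3 SD, cut at about 4.2% in these data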;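 further: 0% = DAX1-transfected cells with DMSO and 100% = empty-vector control cells with DMSO; inhibition shows as a rise in luminescence from relieved DAX1 repression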
hcDAF-12 act: activators of H. contortus DAF-12 nuclear receptor; HEK293 hcDAF-12 lit1-tk-luc reporter, luminescence; 0% DMSO, 100% Δ7-dafachronic acid; 370,000 compounds, 1.4% hits; activation, % at 6.8 µM;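 active means activation above the mean of all tested compounds plus 3 SD, cut at about 5.5% in these data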;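 further: 100% = response to 3 µM Δ7-dafachronic acid high control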
GAA850 FXN act: increases GAA850 frataxin promoter reporter activity; AID 540364; activation, % at 6 µM; 360,000 compounds, 0.56% hits; HEK293 lucGAA850 FXN promoter luciferase reporter, 24 h; percent of 10 µM SAHA response;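 active means activation above the average of all compounds screened plus 3 SD, cutoff fixed separately per campaign, cut at about 7.5% in these data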;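 further: 0% = DMSO wells and 100% = 10 µM SAHA wells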
Starred values were filed as active, the others as inactive; i = inactive; . = no result given.

smiles | ssDAF-12 act | SMARCA2 activ | hgDAF-12 ag | PG9 Ab binder | ADAM10 inh | ADAM17 inh | GC-A act | DAX1 inh-1 | DAX1 inh-2 | hcDAF-12 act | GAA850 FXN act
COC(=O)c1ccc(NC(=O)CSc2nc(=O)cc(N)n2-c2ccccc2)cc1 | -0.8 | 1 | -3.5 | -0.8 | 8 | -5 | -6 | -0.8 | 1.1 | -0.7 | 0.8
O=S(=O)(c1ccccc1Br)N(Cc1cn(Cc2ccccc2)nn1)C1CC1 | -1.6 | -5 | -2.2 | . | -1 | -4 | 1 | -0.3 | . | -2.0 | .
COc1ccc(CCNCc2csc3nc4ccccc4n23)cc1OC | -2.2 | -2 | -4.5 | -0.4 | 8 | 2 | 1 | -2.8 | -1.9 | -2.8 | -0.2
OCCNCc1cccc(-c2ccccc2)c1O | -1.6 | -1 | -3.1 | -0.6 | -48 | -17 | -1 | 1.0 | 0.7 | 0.6 | -0.4
O=C(NCc1ccc2c(c1)OCO2)c1ccc(C2SCC(=O)N2Cc2ccco2)cc1 (centres undefined) | -1.9 | 3 | -3.0 | 0.6 | 9 | 2 | 4 | -0.8 | -2.7 | -0.1 | 0.1
O=C1C2CC(O)CN2C(=S)N1Cc1ccccc1 (centres undefined) | -0.3 | -2 | 1.5 | -0.3 | 0 | 2 | 1 | -0.4 | . | 0.5 | 1.2
CCN(CC(=O)Nc1ccc2c(c1)OCCO2)C(=O)c1cc(S(=O)(=O)N2CCOCC2)ccc1F | -0.9 | -1 | 0.0 | 2.1 | -9 | -2 | 3 | -1.4 | 3.7 | -1.2 | 1.1
O=C(c1ccc(NC2=NC3CS(=O)(=O)CC3S2)cc1)N1CCN(c2ccc(F)cc2)CC1 (centres undefined) | -0.6 | -2 | 3.5 | -0.1 | -10 | -1 | 5 | 0.0 | 0.5 | 1.1 | 0.1
N#CCCn1cc(C(N)=O)c(-c2cccs2)n1 | -1.4 | -2 | 0.5 | 3.0 | -8 | -3 | 0 | -0.6 | 0.4 | -0.8 | 0.3
C=CCOC(=O)C1=C[C@@H](c2cn(C(C)=O)c3ccccc23)C[C@@H](OCCCCO)O1 | -0.7 | -1 | 0.0 | 0.8 | -8 | -3 | -1 | -0.8 | -1.3 | 0.0 | -2.1
Fc1ccccc1COc1ccc(Br)cc1CNCc1ccncc1 | -1.4 | -1 | -3.0 | 0.7 | 11 | 5 | -18 | -0.8 | -1.0 | -2.3 | 0.0
COC(=O)c1ccccc1NC(=O)CSc1nnc(-c2ccncc2)o1 | -0.9 | 1 | -0.4 | 0.1 | 0 | -4 | 9 | 0.7 | 0.4 | -0.7 | 0.5
O=C(CN1C(=O)COc2ccccc21)N1CCc2ccccc21 | -0.3 | 2 | -0.8 | -0.6 | 5 | -5 | 1 | -0.1 | -0.4 | -1.0 | -1.4
COc1ccc(N(C(=O)c2snc(C(N)=O)c2N)C(C(=O)NCc2ccccc2)c2ccc(O)cc2)cc1OC (centres undefined) | -1.0 | -1 | -3.0 | 0.0 | -9 | -7 | -1 | -0.5 | -0.1 | -2.4 | -0.8
COc1ccc(-c2nn(-c3ccccc3)cc2/C=N/N=C(N)N)cc1OC | -1.8 | 0 | -2.8 | -0.5 | 2 | -1 | -10 | -0.8 | -0.2 | 0.7 | -0.9
C/C(=N/Nc1ccccc1[N+](=O)[O-])c1ccc([N+](=O)[O-])cc1 | -0.1 | -2 | 1.1 | -0.1 | 7 | -5 | -10 | 0.2 | 0.8 | 6.4* | 3.2
Cc1ccc(NS(=O)(=O)c2cccc(C(=O)N/N=C/c3ccc4c(c3)OCCO4)c2)c(C)c1 | -1.1 | -1 | -1.1 | -1.3 | -3 | 3 | 0 | -0.9 | -1.5 | -1.2 | 1.1
CC(C)Oc1ccc(CC2CCC(=O)N(C)C2=O)cc1 (centres undefined) | -0.3 | -1 | -1.4 | 0.4 | -1 | -4 | 1 | 0.3 | -0.5 | 1.3 | 2.1
C/C(=N\NC(=O)COc1ccc(C)cc1[N+](=O)[O-])c1cccs1 | 0.1 | -4 | 0.5 | 1.2 | 5 | -2 | -6 | -0.6 | 1.4 | -1.2 | 1.2
NC(=O)c1nsc(C(=O)N(c2cccc(F)c2)C(C(=O)NCC2CCCO2)c2c[nH]c3ccccc23)c1N (centres undefined) | -0.2 | 1 | 2.0 | -2.2 | -28 | -12 | -29 | -0.3 | 0.5 | 2.6 | -0.3

The list goes on; the last 2 above are carried over.
smiles | ssDAF-12 act | SMARCA2 activ | hgDAF-12 ag | PG9 Ab binder | ADAM10 inh | ADAM17 inh | GC-A act | DAX1 inh-1 | DAX1 inh-2 | hcDAF-12 act | GAA850 FXN act
C/C(=N\NC(=O)COc1ccc(C)cc1[N+](=O)[O-])c1cccs1 | 0.1 | -4 | 0.5 | 1.2 | 5 | -2 | -6 | -0.6 | 1.4 | -1.2 | 1.2
NC(=O)c1nsc(C(=O)N(c2cccc(F)c2)C(C(=O)NCC2CCCO2)c2c[nH]c3ccccc23)c1N (centres undefined) | -0.2 | 1 | 2.0 | -2.2 | -28 | -12 | -29 | -0.3 | 0.5 | 2.6 | -0.3
COc1cc(/C=C(/C#N)c2ccccc2)ccc1Oc1ccc([N+](=O)[O-])cn1 | -1.0 | -3 | 1.1 | 0.7 | 6 | -2 | 2 | -1.0 | -1.7 | 0.2 | -1.2
C/C(=N\Nc1nccnc1Cl)c1ccc(Cl)c(Cl)c1 | 0.6 | 7 | 17* | -1.3 | -11 | -7 | -2 | 4.5* | 2.4 | 6.3* | 4.4
COc1cc2c(c(OC)c1OC)C(=O)C(=Cc1ccccc1)O2 | -0.7 | 3 | 6.9 | -3.4 | 2 | -1 | 3 | 0.2 | 0.3 | -0.9 | 3.0
O=C(COc1ccc(Br)cc1)Nc1ccncc1 | -1.3 | -2 | -4.2 | 1.6 | -3 | 0 | -5 | 0.0 | -2.3 | -0.7 | 0.3
CC(=O)Nc1nc(=S)ss1 | -1.4 | -4 | 1.5 | -0.1 | 4 | -3 | 3 | 0.8 | 0.9 | -0.5 | -1.2
S=C(NCCc1ccccn1)Nc1ccccc1Cl | -1.8 | 8 | -1.6 | -2.9 | 4 | 0 | -1 | 0.1 | -0.4 | -2.2 | 0.2
Cc1ccc(C(=O)NCc2ccccn2)c(Cl)c1 | -0.3 | 1 | 5.5 | 0.2 | 1 | -5 | -1 | -0.3 | 0.1 | 2.8 | 1.3
CCC1(C)COC(C)(CC(=O)NNC(=O)Nc2ccccc2)OC1 (centres undefined) | -0.8 | 5 | 1.4 | -0.4 | 1 | 0 | -1 | -0.6 | 1.1 | -1.7 | 0.7
O=c1nc(N2CCCCCC2)nc(N2CCCCCC2)[nH]1 | -0.9 | -3 | -0.3 | 0.9 | 2 | -2 | -6 | -0.6 | -0.5 | -1.8 | 2.5
COc1ccc(CNC2CCC23CCC(c2ccccc2)CC3)cc1OC (centres undefined) | -1.3 | . | 0.1 | . | 2 | -1 | -6 | . | . | -2.9 | .
O=C(NC1CC1)c1cc(Cl)nc2ccccc12 | -1.6 | -1 | 0.8 | -1.0 | 1 | 0 | 0 | 0.5 | -1.6 | 0.5 | 3.1
CCOc1cc(N2CCOCC2)c(OCC)cc1NC(=O)C1CC(=O)N(c2ccccc2OCC)C1 (centres undefined) | -1.4 | 1 | 0.7 | -2.4 | 0 | 0 | 2 | -0.1 | 1.0 | -0.7 | 2.4
CC(OC(=O)c1nsc(Cl)c1Cl)C(=O)NC1CCCCC1 (centres undefined) | -1.4 | -1 | -3.2 | -1.2 | -6 | 0 | 3 | -0.2 | -0.8 | -2.6 | 2.1
COc1cc(/C=N/NS(=O)(=O)c2ccc3ccccc3c2)ccc1OCCN1CCOCC1 | -1.5 | 10* | -1.2 | -2.2 | -1 | 1 | -3 | 0.4 | -0.5 | 0.5 | 1.4
Cc1cccc(Nc2ccccc2C(=O)O)c1C | -0.7 | -5 | -0.4 | -2.7 | 6 | -3 | 6 | -0.3 | -1.0 | -0.1 | -0.7
CCOC(=O)C(=CNc1ccc(Oc2cccnc2)nc1)C(=O)OCC | -1.0 | -2 | -1.0 | -0.7 | 1 | 0 | -3 | -1.0 | -1.0 | 0.3 | -0.1
Cc1cccc2c3c([nH]c12)CCNC3 | 0.1 | -2 | -0.9 | -0.7 | -12 | -6 | -3 | 0.1 | 1.2 | 1.1 | 2.6
CCOc1cc(CNCCc2ccc(S(N)(=O)=O)cc2)ccc1OCC(=O)NC(C)(C)C | -1.4 | 1 | -2.4 | -0.5 | -5 | -2 | 0 | -1.2 | -0.9 | -0.7 | 1.3
O=C(Nc1nnc(CCOCCOCCc2nnc(NC(=O)c3ccco3)s2)s1)c1ccco1 | -0.9 | 0 | -1.7 | -1.8 | -2 | -5 | 0 | 0.2 | -0.1 | 0.5 | 1.4
Nc1c(C(=O)NCc2ccco2)sc2nc(N3CCOCC3)c3c(c12)CCCC3 | -1.3 | -1 | -4.7 | 4.2 | i | -214 | 32 | -0.9 | -0.2 | -1.8 | 3.4

Fetched by compound from above (three):
smiles | ssDAF-12 act | SMARCA2 activ | hgDAF-12 ag | PG9 Ab binder | ADAM10 inh | ADAM17 inh | GC-A act | DAX1 inh-1 | DAX1 inh-2 | hcDAF-12 act | GAA850 FXN act
O=C(NC1CC1)c1cc(Cl)nc2ccccc12 | -1.6 | -1 | 0.8 | -1.0 | 1 | 0 | 0 | 0.5 | -1.6 | 0.5 | 3.1
CC(=O)Nc1nc(=S)ss1 | -1.4 | -4 | 1.5 | -0.1 | 4 | -3 | 3 | 0.8 | 0.9 | -0.5 | -1.2
Cc1cccc2c3c([nH]c12)CCNC3 | 0.1 | -2 | -0.9 | -0.7 | -12 | -6 | -3 | 0.1 | 1.2 | 1.1 | 2.6
